Assay outcomes: PubChem BioAssay, several laboratories
DAX1 inh-1: DAX1 (NR0B1) inhibitors, primary screen, cell-based, HEK293, Gal4-DAX1, luciferase luminescence; Nuclear receptor subfamily 0 group B member 1 (Homo sapiens), P51843; HEK293 Gal4-DAX1 luciferase reporter; inhibition, % at 6.75 µM; 340,000 compounds, 0.99% hits; AID 504766, 2011;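 active = inhibition above the mean over all tested compounds plus 3 SD, cut at about 4.2% in these data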;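 also: 0% = DAX1-transfected cells with DMSO and 100% = empty-vector control cells with DMSO; inhibition shows as a rise in luminescence from relieved DAX1 repression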
ssDAF12 agonist: S. stercoralis DAF-12 nuclear receptor activators, primary screen, cell-based, luminescence, HEK293, GRIP1 co-expression, lit1-tk-luc; Nuclear hormone receptor DAF-12 (Strongyloides stercoralis); activation, % at 6.8 µM; 370,000 compounds, 1% hits; HEK293 ssDAF-12/GRIP1 lit1-tk-luc reporter; % of 3 µM dafachronic acid response;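 active = activation above the mean over all tested compounds plus 3 SD, cut at about 0.9% in these data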;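 also: 0% = DMSO-only wells and 100% = 3 µM delta7-dafachronic acid wells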
MBD2 DNA inh: inhibitors of MBD2 binding to methylated DNA, primary screen, biochemical, TR-FRET, DNA-binding domain, human; 370,000 compounds, 0.31% hits; inhibition, % at 4.4 µM; MBD2 binding to methylated oligonucleotide; Methyl-CpG-binding domain protein 2 (Homo sapiens), Q9UBB5; in the data active = inhibition above about 13%
Target sequence (Q9UBB5 whole entry, looked up, the tested form may be a part): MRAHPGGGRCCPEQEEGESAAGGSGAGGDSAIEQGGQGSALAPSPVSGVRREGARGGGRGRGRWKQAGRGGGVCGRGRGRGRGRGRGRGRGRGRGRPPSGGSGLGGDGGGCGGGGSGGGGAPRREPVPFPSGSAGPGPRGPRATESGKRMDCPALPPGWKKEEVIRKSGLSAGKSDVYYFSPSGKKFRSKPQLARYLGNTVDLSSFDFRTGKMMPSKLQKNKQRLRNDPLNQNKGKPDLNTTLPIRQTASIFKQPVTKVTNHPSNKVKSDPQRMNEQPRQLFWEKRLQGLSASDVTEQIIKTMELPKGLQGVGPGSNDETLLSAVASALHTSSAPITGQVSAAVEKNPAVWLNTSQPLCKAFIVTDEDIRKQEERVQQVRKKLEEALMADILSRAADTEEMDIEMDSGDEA
PLCg1 inh: PLC-gamma1 enzyme inhibitors, primary screen, biochemical, fluorescence, purified enzyme | 1-phosphatidylinositol 4,5-bisphosphate phosphodiesterase gamma-1 (Homo sapiens), P19174 | fluorogenic substrate | inhibition, % at 12.2 µM | 370,000 compounds, 0.84% hits | AID 720700, 2013; in the data active = inhibition above about 9.5%
PLC-beta3 inh: human PLC-beta3 inhibitors, primary screen, biochemical, fluorescence; inhibition, % at 12.2 µM; 370,000 compounds, 0.18% hits; Purified PLC-beta3, fluorogenic substrate; AID 720704, 2013; 1-phosphatidylinositol 4,5-bisphosphate phosphodiesterase beta-3 (Homo sapiens), Q01970; in the data active = inhibition above about 11%;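 also: 0% = median of compound wells on plate and 100% = full blocker control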
hcDAF12 agonist: H. contortus DAF-12 nuclear receptor activators, primary screen, cell-based, luminescence, HEK293, lit1-tk-luc reporter; HEK293 hcDAF-12 lit1-tk-luc reporter; 0% DMSO, 100% Δ7-dafachronic acid; activation, % at 6.8 µM; 370,000 compounds, 1.4% hits; AID 652067, 2013;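 active = activation above the mean of all tested compounds plus 3 SD, cut at about 5.5% in these data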;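 also: 100% = response to 3 µM Δ7-dafachronic acid high control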
hgDAF12 agonist: H. glycines DAF-12 receptor agonists, primary screen, cell-based, luminescence, HEK293, GAL4 fusion, UAS-luciferase | Nuclear hormone receptor DAF-12 (Heterodera glycines), GAL4 fusion | HEK293 GAL4-hgDAF12 UAS-luciferase reporter, agonist luminescence; normalized to butyrate control | activation, % at 6.8 µM | 370,000 compounds, 1.8% hits | AID 687014, 2013;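 active = activation above a cutoff set at the mean of all screened compounds plus 3 SD, cut at about 10% in these data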;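 also: 0% = DMSO wells and 100% = sodium butyrate wells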
DAX1 inh-2: DAX1 (NR0B1) inhibitors on StAR promoter, primary screen, cell-based, luminescence, SF-1 (NR5A1), full-length DAX-1; inhibition, % at 6.8 µM; AID 652010, 2013; 370,000 compounds, 1.1% hits; HEK293T StAR-luciferase reporter, SF-1/DAX-1 repression relief;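 active = inhibition above the mean over all tested compounds plus 3 SD, cut at about 3.6% in these data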;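 also: 0% = DAX-1 cells with DMSO and 100% = cells lacking DAX-1 with DMSO; higher inhibition means more luminescence from relief of DAX-1 repression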
ADAM17 inh: ADAM17 inhibitors, primary screen, biochemical, QFRET | Disintegrin and metalloproteinase domain-containing protein 17 (Homo sapiens), P78536 | recombinant ADAM17, EDANS/DABCYL FRET peptide cleavage | inhibition, % at 6.95 µM | 370,000 compounds, 0.83% hits;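 active = inhibition above the mean of compounds lying between control limits plus 3 SD, set per campaign, cut at about 8.5% in these data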;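 also: 0% = DMSO-only wells as the low control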
Target sequence (P78536 215-824 limits assumed): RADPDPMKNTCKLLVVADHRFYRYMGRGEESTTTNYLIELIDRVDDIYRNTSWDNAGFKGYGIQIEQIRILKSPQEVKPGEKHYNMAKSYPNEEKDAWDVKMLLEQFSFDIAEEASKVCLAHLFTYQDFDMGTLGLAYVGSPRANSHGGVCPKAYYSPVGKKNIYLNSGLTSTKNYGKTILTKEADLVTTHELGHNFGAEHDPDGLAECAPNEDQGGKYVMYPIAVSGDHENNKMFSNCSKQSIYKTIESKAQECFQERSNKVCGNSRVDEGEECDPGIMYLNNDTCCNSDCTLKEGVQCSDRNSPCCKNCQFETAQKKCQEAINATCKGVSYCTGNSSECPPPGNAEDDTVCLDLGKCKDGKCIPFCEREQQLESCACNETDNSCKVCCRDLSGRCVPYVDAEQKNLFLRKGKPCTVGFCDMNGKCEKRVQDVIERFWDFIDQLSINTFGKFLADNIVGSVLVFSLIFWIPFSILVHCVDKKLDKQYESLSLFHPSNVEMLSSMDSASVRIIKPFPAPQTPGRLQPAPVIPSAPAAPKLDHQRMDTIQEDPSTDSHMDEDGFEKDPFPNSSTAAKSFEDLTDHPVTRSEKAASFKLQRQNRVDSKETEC
Rev-erbA mod: modulators of Rev-erb alpha DNA binding, primary screen, biochemical, FITC-DNA, fluorescence polarization, uHTS; Nuclear receptor subfamily 1 group D member 1 (Homo sapiens), P20393; Rev-erbα–FITC-DNA binding, 90 min; activity, % at 10 µM; 370,000 compounds, 0.79% hits;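 active = activity above about 14%, limit read from the data; passing the limit was not always enough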;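 also: 0% = DMSO wells with 35 nM protein and 100% = DMSO wells with 750 nM protein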
SMARCA2 activ: SMARCA2 (BRM) function activators, primary screen, cell-based, luminescence, high throughput | MG213 cells, MMTV-luciferase reporter, dexamethasone, overnight | activation, % at 9.1 µM | 370,000 compounds, 1% hits | AID 652017, 2013; in the data active = activation above about 7.8%;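 also: 0% = vehicle wells and 100% = reference activator wells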
* = called active by the depositor; nt = no result given; & = joins results of further samples. Rows are unselected. About 7.4% of those tested had a hit in this group.

Results follow in this order: DAX1 inh-1, ssDAF12 agonist, MBD2 DNA inh, PLCg1 inh, PLC-beta3 inh, hcDAF12 agonist, hgDAF12 agonist, DAX1 inh-2, ADAM17 inh, Rev-erbA mod, SMARCA2 activ
COc1ccc(/C=N/N(C)C2=NCCN2)c(OC)c1OC
  0.1, -0.9, 4, 2, 1, -0.7, 2.5, 0.1, -4, 3, -1
CC1(C)Oc2ccc(C(=O)N3CCCC3)cc2NC1=O
  nt, -0.9, 1, 2, 1, 2.3, -0.4, -0.4, -2, -6, 3
CCc1nc2ccc(C(=O)NCc3ccc4c(c3)OCO4)cn2c1N(C)Cc1ccc(OC)cc1
  nt, -1.4, -5, -24, -47, -2.8, -2.7, 0.8, 19*, 11, -6
CC(=O)c1ccc(Nc2cc(C)nc3ccccc23)cc1
  -2.0, -1.4, 0, -12, -11, -1.9, -4.0, -1.0, 0, 1, -1
COc1ccccc1OCC(=O)N1CCCCCC1
  2.3, -1.2, 1, -2, -4, 1.1, 0.8, -0.2, -1, 3, 0
Cc1ccc(NC(=O)CSc2nc3c(c(=O)[nH]2)CCC3)c(C)c1
  -0.7, -0.4, 2, -2, -3, -1.3, 3.6, -0.1, -2, 5, -2
CCCCn1nnnc1C(CCc1ccccc1)N1CCN(C/C=C/c2ccccc2)CC1 (centres undefined)
  nt, -1.4, 15*, 0, -5, -0.3, -2.6, -1.9, 3, 7, -5
COc1ccc(C(c2c(C)[nH]n(C(N)=S)c2=O)C(C#N)C#N)cc1 (centres undefined)
  0.3, -0.7, -4, -4, -3, 0.6, 0.2, -0.7, -4, 3, -7
CCc1nnc(NC(=O)c2ccc(Br)c(S(=O)(=O)N3CCOCC3)c2)s1
  0.5, -1.2, 3, 5, 0, -1.4, -2.1, -0.1, 2, 1, 3
COc1cc2cc(CN(CCc3ccccc3C)C(=S)NCCCN(C)C)c(=O)[nH]c2cc1OC
  0.3, -1.5, 0, -17, -22, -1.6, 1.5, 0.7, -81, -1, 4
Cc1nonc1CC(=O)N1CCCC(C(=O)c2cccc(C(F)(F)F)c2)C1 (centres undefined)
  0.7, -1.2, 6, 1, -6, -1.7, -2.1, -0.6, -5, -1, -6
OC(COc1ccccc1)CN1CCN(c2cccc(Cl)c2)CC1 (centres undefined)
  1.2, -1.5, 3, 4, 0, 0.3, -0.6, 0.1, -1, 3, -4
Cc1ccc(CNC(=O)C2CN(S(C)(=O)=O)c3cc(Cl)ccc3O2)cc1 (centres undefined)
  -0.4, -1.3, 2, 0, 3, -1.5, -3.2, -0.9, 0, -3, 0
COc1cccc(C(=O)OCc2ccccc2C#N)c1O
  -0.6, -0.6, 2, -2, -5, -1.5, 0.2, 1.1, -3, 1, 0
CCOc1ccc2nnnn2n1
  -0.6, -1.2, -1, 4, 8, -2.1, 0.2, -0.1, -1, -4, -1
COc1ccc(/C=C2\SC(=S)N(CCC(=O)NCCCn3ccnc3)C2=O)cc1
  0.7, -1.4, -1, -3, -11, -0.7, -0.9, -0.5, -4, -4, -6
Cc1cccc(NS(=O)(=O)c2ccc3c(c2)CCC(=O)N3)c1
  -1.6, -1.4&-1.2, 7&0, 2&-1, 0&-10, 1.4&-1.6, -1.7&-0.8, -1.3&-0.1, -2&1, -5&5, -8&0
CCOc1ccc2nc(COC(=O)c3cccs3)c(C(=O)c3ccccc3)[n+]([O-])c2c1
  0.2, -0.7, 5, -1, 2, 3.4, 2.3, 0.9, -3, 2, -3
O=C(NC1CCN(C(=O)Nc2cccc(Cl)c2)CC1)c1ccco1
  1.7, -1.0, -1, 2, -1, -0.9, -2.6, -0.2, 2, -2, -1
Cc1ccc(NC(=S)N(CCN(C)C)Cc2cccs2)cc1C
  -0.6, -1.5, 1, 3, -7, 0.1, 1.3, 0.3, -2, 3, -2

Quoted from the listing.
Value for Cc1ccc(NC(=O)CSc2nc3c(c(=O)[nH]2)CCC3)c(C)c1 under DAX1 inh-2: -0.1
Value for COc1cc2cc(CN(CCc3ccccc3C)C(=S)NCCCN(C)C)c(=O)[nH]c2cc1OC under DAX1 inh-2: 0.7
Value for CCOc1ccc2nc(COC(=O)c3cccs3)c(C(=O)c3ccccc3)[n+]([O-])c2c1 under hgDAF12 agonist: 2.3

(listing goes on)
Results follow in this order: DAX1 inh-1, ssDAF12 agonist, MBD2 DNA inh, PLCg1 inh, PLC-beta3 inh, hcDAF12 agonist, hgDAF12 agonist, DAX1 inh-2, ADAM17 inh, Rev-erbA mod, SMARCA2 activ
CCCN(Cc1nnc(-c2cccs2)o1)C(=O)CN1C(=O)NC2(CCCCC2)C1=O
  -0.1, -0.1, 0, 3, -3, -0.8, -1.6, -1.0, -1, -4, 1
COc1ccc(NC(=O)CS(=O)(=O)c2cn(CC(=O)N3CCCC3)c3ccccc23)c(OC)c1
  -0.1, -1.2, -8, 0, -4, -2.6, 1.0, 1.1, -1, 2, 5
Clc1ccc2nc(-c3ccccc3)cn2c1
  -1.5, 1.9*, 1, -6, -9, 11*, 18*, 2.5, -27, 2, 0
COc1ccc(C(=O)C2CCCN(C(=O)COc3ccc(C(C)=O)cc3)C2)cc1F (centres undefined)
  0.3, -1.6, 0, -1, -6, -1.0, -0.7, -1.5, -3, 0, -3
CC1CCN(c2c(NCC3CCC(C(=O)NCCC4=CCCCC4)CC3)c(=O)c2=O)CC1 (centres undefined)
  2.0, -1.3, 2, 3, -5, -0.5, -2.1, 0.1, -4, 0, -4
O=C(Nc1ccccc1)Nc1nc(-c2ccc(F)cc2)cs1
  -0.1, -1.7, -3, 5, 4, -2.8, -0.3, -0.5, -5, 5, -3
O=C1CCN(CCc2ccccc2)CCN1CCSc1ccc(Br)cc1
  -1.2, -1.5, -4, 6, 4, -1.7, -0.6, 0.5, 5, 7, 1
N#CCC[C@H]1CC[C@]2(CCCN(C(=O)C3CCCCC3)C2)O1
  nt, -1.1, -5, 2, 1, -0.5, 1.7, -0.9, 3, 2, 4
Cc1ccc(F)cc1NC(=O)CN1CCN(c2ccccn2)CC1
  -1.2, -1.9, 1, 1, -11, -1.1, 4.1, -1.2, -4, -2, -5
CCOC(=O)N1CCN(C(=O)CN(c2ccc3c(c2)OCO3)S(C)(=O)=O)CC1
  -0.8, -0.8, 7, 1, 5, 0.7, 0.2, 1.0, -1, 4, -2
COc1ccccc1NC(=O)CSc1nnc(C2CCCCC2)n1N
  -0.1, -1.3, 7, 0, -10, -1.9, 2.7, -0.2, -4, 2, 1
CCCC(=O)Nc1nc2c(C)c(Cl)ccc2s1
  -0.1, -1.4, 1, 0, -7, 0.3, -0.6, -0.4, -2, 4, -3
CCN(CCCNC(=O)CCn1c(=S)[nH]c2cc3c(cc2c1=O)OCO3)c1cccc(C)c1
  -0.3, -1.3, 5, 2, -9, -1.4, -0.7, -0.6, 1, -1, -1
O=C(Nc1ccn(CCOC(=O)c2ccccc2)c(=O)n1)c1ccccc1
  nt, -1.1, -6, 2, 4, 0.6, -1.1, -0.8, 3, 9, -4
CCn1cc(-c2cc(C(=O)O)c3ccccc3n2)cn1
  -0.4, -0.7, -2, -65, -68, -1.0, -1.6, 0.1, -180, 1, -1
O=C(/C=C/c1cccc(Br)c1)N1CCN(c2cccc(C(F)(F)F)c2)CC1
  -0.1, -1.4, 9, 1, 3, 2.5, -3.5, -0.5, 2, 5, 3
Cn1ccnc1-c1ccc(-c2nccn2C)cc1
  0.3, -1.1, 5, -29, -40, -1.4, -0.3, -0.2, -29, -4, -1
Cc1ccc(CNC(=O)C2CCC(CNc3c(N4CCC(C)CC4)c(=O)c3=O)CC2)cc1 (centres undefined)
  3.7, -1.1, -4, 1, -6, -2.6, 1.1, -0.2, 1, -3, 2
CCC(CC)NC(=O)Nc1ccc(F)c(Cl)c1
  0.0, -1.8, 5, 1, 2, -0.7, -2.1, -0.5, -1, -4, -2
O=C(Nc1cccc(S(=O)(=O)C(F)F)c1)c1ccc(S(=O)(=O)N2CCCCC2)cc1
  -0.8, -2.0, -9, 1, 3, -2.0, -2.0, -1.0, 7, 13, -3

Some entries already given, reduced to hgDAF12 agonist.
molecule | hgDAF12 agonist
Cc1ccc(CNC(=O)C2CN(S(C)(=O)=O)c3cc(Cl)ccc3O2)cc1 (centres undefined) | -3.2
COc1cccc(C(=O)OCc2ccccc2C#N)c1O | 0.2

Three entries already listed, ordered by their value in Rev-erbA mod, lowest first.
canonical_smiles	Rev-erbA mod
CCN(CCCNC(=O)CCn1c(=S)[nH]c2cc3c(cc2c1=O)OCO3)c1cccc(C)c1	-1
N#CCC[C@H]1CC[C@]2(CCCN(C(=O)C3CCCCC3)C2)O1	2
OC(COc1ccccc1)CN1CCN(c2cccc(Cl)c2)CC1 (centres undefined)	3

New compounds follow.
Results follow in this order: DAX1 inh-1, ssDAF12 agonist, MBD2 DNA inh, PLCg1 inh, PLC-beta3 inh, hcDAF12 agonist, hgDAF12 agonist, DAX1 inh-2, ADAM17 inh, Rev-erbA mod, SMARCA2 activ
CCCOc1ccc(C2C(=O)N(C3CCCCC3)CC(=O)N2C2CC2)cc1OC (centres undefined)
  -0.3, -0.5, -3, 13*, -1, -1.2, -0.4, -0.5, -5, -2, -4
COc1cc(S(=O)(=O)N2CCN(Cc3ccc4c(c3)OCO4)CC2)c(C)cc1C
  2.9, -1.4, 1, 5, 0, 0.1, 1.2, -0.9, 5, 7, -3
CC/S(C)=N/S(=O)(=O)c1ccc(C)cc1 (centres undefined)
  0.1, 0.2, 6, 3, 1, -0.4, -1.4, -0.1, -1, 0, -2
O=C(N/N=C/c1cc(Br)ccc1O)c1ccncc1
  -4.1, -1.8, -4, -27, -49, 0.4, -5.9, -0.2, -1, -2, -4
O=C(CN1C(=O)COc2ccccc21)N1CCCC1
  1.1, -1.3, 2, 0, -10, -0.7, 1.1, -0.6, -4, -5, -2
CC1(C)SC(=S)N(NC(=O)Nc2cccc3ccccc23)C1N(O)C(=O)Nc1ccccc1 (centres undefined)
  0.1, -0.9, 0, -8, -6, -3.9, -2.5, 0.0, 5, 0, -2
O=C(NNC(=S)NC(=O)c1ccccc1[N+](=O)[O-])c1ccccc1[N+](=O)[O-]
  1.3, -1.1, 0, 4, 5, 1.4, 2.4, 0.3, -1, -4, 1
CCCCn1c(N)c(N(CCOC)C(=O)c2cc3ccccc3cc2OC)c(=O)[nH]c1=O
  -0.3, -0.3, -2, 4, -9, -0.7, 2.2, 1.4, -2, 4, 1
